# Screening results from PubChem.
# ARNT TACC3 PPI: ARNT/TACC3 interaction disruption; Q9Y6A5; 390,000 tested, 0.66% active; AID 623870; AlphaScreen His-ARNT PAS-B/GST-TACC3 binding, luminescence; TACC3 fragment carries E629A point mutation; inhibition, % at 9.99 µM;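 active = mean inhibition of replicates at least 50% and at least half of replicates each reaching 50%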;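 note: 0% = complete ARNT plus TACC3 wells and 100% = ARNT alone without TACC3; many hits fall short of the cut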
# esBAF inh: blocks esBAF chromatin remodeling in mouse ES cells. Bmi1-luciferase knock-in reporter, 24 h; 100% = twice the neutral-well signal. 350,000 tested, 2% active. reporter increase, % at 12.5 µM. AID 602393; in the data active = activation above about 40%;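 note: 0% = median of the plate's neutral control wells and 100% = double that signal; a rise in the Bmi1 reporter signal indicates esBAF inhibition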
# RAD54 inh: blocks human RAD54 Holliday junction branch migration. Q92698. FAM/BHQ fluorescence. inhibition, % at 10.4 µM. 360,000 tested, 0.14% active. AID 602329;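 active = mean normalized replicate activity at least 40 and at least half of replicates scoring 40 or more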;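 note: 0% = median of neutral control wells and 100% = median of positive control wells; inhibitors cause a drop in the FAM fluorescence signal; in these data hits start at about 50%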
# Target sequence (Q92698 whole entry, looked up): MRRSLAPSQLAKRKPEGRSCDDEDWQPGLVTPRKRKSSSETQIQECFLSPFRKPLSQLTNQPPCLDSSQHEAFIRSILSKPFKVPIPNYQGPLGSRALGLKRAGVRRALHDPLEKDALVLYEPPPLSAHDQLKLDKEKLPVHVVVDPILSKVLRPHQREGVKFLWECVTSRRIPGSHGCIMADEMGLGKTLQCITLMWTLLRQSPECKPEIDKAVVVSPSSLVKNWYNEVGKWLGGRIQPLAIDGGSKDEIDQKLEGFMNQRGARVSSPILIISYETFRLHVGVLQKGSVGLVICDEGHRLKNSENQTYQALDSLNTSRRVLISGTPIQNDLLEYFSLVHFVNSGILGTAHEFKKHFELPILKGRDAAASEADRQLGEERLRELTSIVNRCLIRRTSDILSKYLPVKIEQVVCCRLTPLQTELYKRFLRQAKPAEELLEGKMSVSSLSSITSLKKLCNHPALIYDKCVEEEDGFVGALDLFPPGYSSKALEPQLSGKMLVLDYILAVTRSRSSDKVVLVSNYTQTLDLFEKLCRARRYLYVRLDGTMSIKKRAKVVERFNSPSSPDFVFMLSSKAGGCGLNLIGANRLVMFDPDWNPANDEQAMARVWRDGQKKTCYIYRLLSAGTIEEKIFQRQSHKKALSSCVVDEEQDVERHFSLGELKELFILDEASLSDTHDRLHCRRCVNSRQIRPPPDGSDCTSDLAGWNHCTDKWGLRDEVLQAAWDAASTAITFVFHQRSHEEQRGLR
# Active calls of the source: *. The list is partial; the hit share may differ from the screen's.
mol	ARNT TACC3 PPI	esBAF inh	RAD54 inh
CC1(C)CC2CC(C)(CN2C(=O)CCCN2C(=O)c3ccccc3C2=O)C1 (stereo unspecified)	-3	-7	-1
Cc1nc(NCCc2ccc(S(N)(=O)=O)cc2)c2c(C)c(C)sc2n1	-1	-31	7
CCc1cc2c(=O)c(-c3cnn(-c4ccccc4)c3)coc2c(CN2CCOCC2)c1O	0	54*	-8
COc1ccc(N2C(=O)C3C4C=CC(C5CC45)C3C2=O)c([N+](=O)[O-])c1 (stereo unspecified)	-2	8	0
CN=C1CC(SC)=C1c1ccc(C)cc1	0	-6	-13
CCCCC(=O)c1ccc(O)cc1O	-3	6	7
Cc1ccnc(Sc2ccc([N+](=O)[O-])cc2[N+](=O)[O-])n1	2	-2	2
O=C1CC(N2CCCN(C3CC(=O)N(c4ccc(F)cc4)C3=O)CC2)C(=O)N1c1ccc(F)cc1 (stereo unspecified)	-2	-2	-4
CCNC(=O)C1CC(=O)N(CC)C(=Nc2cc(Cl)c(O)c(Cl)c2)S1 (stereo unspecified)	-1	-4	1
CCCCN(Cc1ccccc1)C(=O)c1cnc2n(c1=O)CCS2	-7	-8	-10
O=C(CCCC(=O)N1CCc2ccccc21)N1CCc2ccccc21	1	-8	-2
COc1ccc(C)cc1S(=O)(=O)N1CCN(c2cccc(C(F)(F)F)c2)CC1	0	-2	3
O=C(c1ccccc1)c1c[nH]c(C(=O)NCc2cccnc2)c1	-6	-3	-1
CC(=O)N1CCN(C(=O)COc2ccc(Br)cc2)CC1	-6	-10	-10
CCOc1cc(/C=N/NC(=O)c2ccncc2)ccc1OC(=O)c1ccc([N+](=O)[O-])cc1	-7	-4	4
Nc1cc(=O)[nH]c(SCCNS(=O)(=O)c2ccccc2)n1	-3	-8	-1
CCCN(S(=O)(=O)c1ccc(OCC)cc1)S(=O)(=O)c1cccs1	-5	-3	-11
COc1ccc(C(=O)CC2OC(=O)c3c2ccc(OC)c3OC)cc1 (stereo unspecified)	-3	2	-11
CC(C)Nc1nc(N(c2ccccc2)c2ccccc2)nc(-n2ccnc2)n1	-1	-9	0
CCOc1ccc(-c2nn(-c3ccccc3)cc2/C=C2\SC(N)=NC2=O)cc1C	0	1	0
COc1cc(C)ccc1OCCCCN1CC(C)OC(C)C1 (stereo unspecified)	-6	3	-22
COc1ccc(C(OC(=O)c2ccco2)C(=O)NCc2ccco2)cc1 (stereo unspecified)	-1	-11	1
Fc1ccccc1C(c1nnnn1C1CCCC1)N1CCN(Cc2ccccc2)CC1 (stereo unspecified)	-9	2	-9
COc1cc(/C=C/C(=O)N2CCN(CC(O)COc3ccccc3)CC2)cc(OC)c1OC (stereo unspecified)	1	-1	-1
CCN(C(=O)CCN1C(=O)c2ccccc2C1=O)C1CCCCC1	3	-3	-5
O=C(CN1C2=NCCCN2c2ccccc21)c1ccc(Br)s1	-1	-5	6
CCC(O)(CCN1CCCCC1)c1ccccc1 (stereo unspecified)	-7	1	-16
COC(=O)c1ccc(C(c2c(N)n(Cc3ccccc3)c(=O)n(C)c2=O)N2CCOCC2)cc1 (stereo unspecified)	-8	-4	4
CC(C)(C(=O)c1ccccc1)/[N+]([O-])=C/c1ccccc1	1	-4	0
COc1ccc(C)cc1-n1nnnc1SCC(=O)N1CCC(C(=O)Nc2nccs2)CC1	-6	13	10

mol	ARNT TACC3 PPI	esBAF inh	RAD54 inh
O=C(CN1CCCCC1)NCCNC(=O)CN1CCCCC1	-3	-5	2
CC(C)(C)NC(=O)COC(=O)Cc1ccc(Cl)cc1	-8	-8	-6
COc1cc(NC(=O)c2ccc(COCC(F)(F)F)cc2)cc(OC)c1OC	-5	-14	-9
COc1cccc(NC(=O)CSc2nnc(-c3cc(-c4ccccn4)nc4ccccc34)o2)c1	0	11	-3
CCC(=O)Nc1nc(CC(=O)Nc2ccccc2)cs1	2	-5	5
CC(C(=O)c1ccccc1)n1cnc2ccccc2c1=O (stereo unspecified)	-2	7	9
CS(=O)(=O)Nc1ccc(C(=O)NC2CCCC2)cc1	-38	-9	1
O=C(NC1CC2CCCC(C1)N2C(=O)NC1CCCCC1)c1ccccc1 (stereo unspecified)	0	3	6
CCC1CCCCN1C(=O)Cn1c(C(=O)OC)cc2ccsc21 (stereo unspecified)	3	-2	0
Cc1ccc(-c2nc3ncccc3o2)cc1NC(=O)Cc1ccc(Cl)cc1	-1	-9	1
COC(=O)CC/C(C)=N\Nc1ccc([N+](=O)[O-])cc1[N+](=O)[O-]	2	9	-10
COc1ccc(CCNC(=O)CSc2nnnn2Cc2ccc3c(c2)OCO3)cc1OC	10	-4	2
Cc1ccccc1C(O)c1ccccn1 (stereo unspecified)	-4	-5	-8
CCOc1cc(NC(=O)c2ccccn2)c(OCC)cc1NC(=O)CC(C)C	-8	-6	4
Cc1ccc(CCNc2ccccc2C)cn1	-7	2	1
COC(=O)c1ccc(NC(=O)CSC2=Nc3ccccc3C3CC=NN23)cc1 (stereo unspecified)	1	0	-5
CCOC(=O)CSc1nc(N)cc(=O)[nH]1	-12	2	2
CCCCCCN=CC1=C(O)CC(C)(C)CC1=O	-1	2	0
CCOc1ccc(-c2nc(C)c(C(C)=O)n2O)cc1	-8	26	2
COc1ccc(C2=NN(CN3C(=O)C(=O)c4ccccc43)C(c3ccc(C)cc3)C2)cc1 (stereo unspecified)	-9	31	-3
O=C(CCc1ccccc1)OCCN1CCOCC1	-5	-12	-16
Cc1occc1-c1nc(-c2ccccn2)no1	27	-37	8
CCOC(=O)c1ccc(COC(=O)c2nonc2N)cc1	-1	-4	3
Cc1cc(NC(=O)COC(=O)C2COc3ccccc3O2)no1 (stereo unspecified)	1	-4	12
COc1ccc(Cc2nnc(NC(=O)c3cccs3)s2)cc1	0	30	-8
COc1ccccc1-c1cc(C(=O)N/N=C/c2cccs2)c2ccccc2n1	-1	0	-5
O=S(=O)(Cc1ccccc1)N1CCN(c2ccccc2)CC1	-3	1	-5
CCc1ccc(-c2nc(CN3CCC(C(=O)N4CCN(c5ccccn5)CC4)CC3)c(C)o2)cc1	4	-3	-8
N/C(=N\OS(=O)(=O)c1ccc2ccccc2c1)c1ccncc1	-7	-6	-11
CC(=O)Nc1ccc(S(=O)(=O)NC(CC(=O)NCCCN2CCOCC2)C(C)C)cc1 (stereo unspecified)	-9	-4	6

# 4 structures from above, arranged by molar mass, smallest number first:
mol	ARNT TACC3 PPI	esBAF inh	RAD54 inh
COc1cc(C)ccc1OCCCCN1CC(C)OC(C)C1 (stereo unspecified)	-6	3	-22
COC(=O)CC/C(C)=N\Nc1ccc([N+](=O)[O-])cc1[N+](=O)[O-]	2	9	-10
O=S(=O)(Cc1ccccc1)N1CCN(c2ccccc2)CC1	-3	1	-5
CC(=O)Nc1ccc(S(=O)(=O)NC(CC(=O)NCCCN2CCOCC2)C(C)C)cc1 (stereo unspecified)	-9	-4	6

# New compounds follow
mol	ARNT TACC3 PPI	esBAF inh	RAD54 inh
N#CC1=C(SCC(=O)Nc2ccccc2)NC(=O)CC1c1ccco1 (stereo unspecified)	5	79*	3
CC(C)NCCOc1cccc(Br)c1	-2	-1	11
CC(C)CNC(=O)c1ccc(COc2ccc(Cl)cc2Cl)o1	2	5	-6
COCCn1c(SCC(=O)NCc2ccccc2)nnc1-c1ccco1	-2	-1	9
C/C(N)=C(/C#N)C(=O)COC(=O)COc1ccc(Cl)cc1C	-16	-6	-1
O=C(NC(NC1CCS(=O)(=O)C1)C(Cl)(Cl)Cl)c1cccc(Cl)c1 (stereo unspecified)	-4	-5	-3
CCc1cccc(NC(=O)COc2ccccc2)c1	-11	-4	3
C/C(=N/OCC(=O)Nc1ccccc1)c1cccs1	-1	7	6
O=C(Cn1cnnn1)Nc1ccccc1Cc1ccccc1	-3	-6	-11
CCCCCCCCCC(=O)N/N=C(\C)c1cccnc1	-5	-2	-6
CSc1nc(C)c2cc(C)oc2n1	-3	-8	0
O=c1[nH]c(CN2CCN(c3ccccc3)CC2)nc2ccccc12	-2	2	1
COC(=O)CSc1nc(-c2ccc(C)cc2)c2c(c1C#N)CCCC2	0	3	2
CCCCN(CCCNC(=O)C1CCN(S(=O)(=O)CC)CC1)c1ccccc1	-4	-4	4
O/N=C/c1cc(Br)ccc1OCc1ccc(F)cc1	-5	26	6
C/C(=C\C(=O)c1ccc(C)cc1)NCc1ccc(F)cc1	-2	-6	-15
COc1cc2c(cc1NC(=O)CN1CCN(S(=O)(=O)c3ccc(F)cc3)CC1)oc1ccccc12	-2	3	7
Cn1c(=O)c2c(nc(SCC(=O)OCc3ccccc3)n2C)n(C)c1=O	0	-13	11
O=S(Cc1ccccc1)CC(O)(c1ccc(Cl)cc1)c1ccc(Cl)cc1 (stereo unspecified)	-4	-7	6
Cc1ccccc1NC(=S)NC(=O)c1cc(-c2ccccc2)nc2ccccc12	14	-3	5
Clc1cccc(Cl)c1COc1ccccn1	-1	-1	-6
Cc1ccc(NC(=O)c2ccccc2)s1	8	-22	0
CC(=O)c1ccc(NS(=O)(=O)c2ccccc2)cc1	-14	4	-4
CCN1CCCC1CNC(=O)C1CCCN(S(=O)(=O)c2cccc3nsnc23)C1 (stereo unspecified)	-3	14	0
O=c1cc(Cl)c(-c2ccccc2)n[nH]1	-8	-3	-6
CCCn1nnnc1SCC(=O)Nc1nnc(CC)s1	-1	-8	4
C#CCOCCOCCOCCNc1nc(N2CCN(C(=O)CCCCCCCCCCNC(=O)[C@H](CCCCN)n3cc(C[C@@H](C)CC)nn3)CC2)nc(N2CCN(C(=O)CCCCCCCCCCNC(=O)[C@@H]([C@H](C)O)n3cc(C)nn3)CC2)n1	13	-85	9
C#CCOCCOCCOCCNc1nc(N2CCN(C(=O)CCCCCCCCCCNC(=O)[C@@H](CCC(=O)O)n3cc(CCCCCN)nn3)CC2)nc(N2CCN(C(=O)CCCCCCCCCCNC(=O)[C@H]([C@@H](C)CC)n3cc(CCCCCN)nn3)CC2)n1	49*	5	5
Cc1ccc(-c2nnn(CC(=O)N(c3ccc(F)cc3)C(C(=O)NC(C)(C)C)c3ccco3)n2)o1 (stereo unspecified)	-5	-4	-1
CC1CCCCC12NC(=O)N(CC(=O)NC(=O)NCc1ccco1)C2=O (stereo unspecified)	-26	-4	-3

mol	ARNT TACC3 PPI	esBAF inh	RAD54 inh
CCc1ccccc1-n1c(SCC(=O)NC)nnc1-c1cccnc1	3	-4	-6
CC(=O)c1c(C)nn(CCC(=O)O)c1C	-6	1	-10
O=C(CCn1c(=O)c2ccccc2n(Cc2ccccc2)c1=O)NCc1ccc2c(c1)OCO2	-3	-2	-7
Cc1noc(C)c1COc1cccc(C(=O)NCc2cccc(Cl)c2)c1	-3	-2	3
CC(C)CN1C(=O)c2ccc(C(=O)Nc3nccs3)cc2C1=O	-5	63*	0
CCC(=O)Nc1ccc(/C(C)=N\NC(=O)c2ccc(C)s2)cc1	-1	20	-5
COCCCNCC(=O)Nc1ccc(OC(F)(F)F)cc1	-1	1	1
COc1cc(C=O)ccc1OCCOCCOc1c(C)cc(Cl)cc1Cl	7	1	4
COc1ccc(-c2ncc3ccccn23)cc1OC	11	15	-3
COc1ccc(-c2nnc(SCC(=O)N3CCC(Cc4ccccc4)CC3)o2)cc1OC	-14	3	-9
CN(Cc1ccccc1)C(=O)c1cccc(N2C(=O)NC3CC2(C)Oc2ccccc23)c1 (stereo unspecified)	2	-10	-4
O=C(C1CC=CCC1)N1CCN(C(=O)C2CC=CCC2)CC1 (stereo unspecified)	0	-10	1
COC(=O)c1ccc2[nH]c(C)c(CN3CCCC3)c(=O)c2c1	3	-8	4
Cc1ccc(C)c(NC(=O)CSc2nnc([C@@H](N)Cc3ccccc3)o2)c1	-2	5	-1
O=C(CN1C(=O)COc2ccccc21)N(Cc1ccc2c(c1)OCO2)CC1CCCO1 (stereo unspecified)	0	-2	-7
COc1ccc(CCNS(=O)(=O)c2cccc(F)c2)cc1OC	20	5	3
Cn1c(=O)c2c(ncn2CC(=O)Nc2nc3ccc(F)cc3s2)n(C)c1=O	-11	13	1
O=S(=O)(c1cccc2ccccc12)N1CCSC1	-8	-8	4
C=CCn1c(SCc2ccccc2)nc(O)cc1=O	-1	0	3
CN(C)C(=C(C#N)C#N)N1CCN(c2ccc(Cl)c(Cl)c2)CC1	6	3	1
C=CCSc1nnc(-c2ccccc2NC(=O)CC)c(=O)[nH]1	-3	-8	-8
COc1ccc(/C=N/n2c(N)nc(-c3ccccc3)c2-c2ccccc2)cc1	23	35	3
CCOC(=O)c1cnc(-c2ccccc2)nc1Oc1cccc(Cl)c1	-3	-1	2
Cc1cccc(NCc2ccccc2O)c1	-2	14	-12
CC(=O)Nc1c(C(=O)O)oc2ccc(Cl)cc12	2	-10	2

# Gathered by group, those above containing a nitro group on carbon (four)
mol	ARNT TACC3 PPI	esBAF inh	RAD54 inh
COc1ccc(N2C(=O)C3C4C=CC(C5CC45)C3C2=O)c([N+](=O)[O-])c1 (stereo unspecified)	-2	8	0
Cc1ccnc(Sc2ccc([N+](=O)[O-])cc2[N+](=O)[O-])n1	2	-2	2
CCOc1cc(/C=N/NC(=O)c2ccncc2)ccc1OC(=O)c1ccc([N+](=O)[O-])cc1	-7	-4	4
COC(=O)CC/C(C)=N\Nc1ccc([N+](=O)[O-])cc1[N+](=O)[O-]	2	9	-10
